Screens deposited in PubChem by NCI.
bub3 = NCI yeast anticancer drug screen, S. cerevisiae bub3 mutant strain; AID 167; 9.9% of 78,000 active; % growth inhibition at 50 µM;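 note: 0% = growth of vehicle-only cultures of the same strain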
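Readout: yeast growth inhibition, expressed relative to vehicle-only wells. The test organism is a mutant strain from a panel with lesions in DNA repair or checkpoint genes.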
yeast mlh1 rad18 = NCI yeast anticancer drug screen, S. cerevisiae mlh1 rad18 strain | 11% of 79,000 active | % growth inhibition at 50 µM;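 note: 0% = growth of vehicle-only cultures of the same strain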
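A repair-deficient yeast strain is exposed to test compound, and growth is scored relative to vehicle-treated controls.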
mec2-1 = NCI yeast anticancer drug screen, S. cerevisiae mec2-1 strain; growth inhibition, % at 50 µM; 9% of 79,000 active; AID 157;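 note: 0% = growth of vehicle-only cultures of the same strain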
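Test agents were screened against the mec2-1 yeast strain, with defined DNA repair or cell cycle alteration. Growth was scored as inhibition against vehicle-only controls.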
sgs1 mgt1 = NCI yeast anticancer drug screen, S. cerevisiae sgs1 mgt1 strain; growth inhibition, % at 50 µM; 10% of 78,000 active;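 note: 0% = growth of vehicle-only cultures of the same strain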
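Genetically altered yeast, compound exposure, growth inhibition relative to vehicle.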
cln2 rad14 = NCI yeast anticancer drug screen, S. cerevisiae cln2 rad14 strain. % growth inhibition at 50 µM. 8.3% of 78,000 active. AID 165;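 note: 0% = growth of vehicle-only cultures of the same strain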
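Yeast carrying cln2 and rad14 alterations (cell cycle control and DNA damage repair) were exposed to compounds. Growth inhibition was measured against vehicle-treated controls.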
yeast rad50 = NCI yeast anticancer drug screen, S. cerevisiae rad50 strain. AID 155. % growth inhibition at 50 µM. 10% of 79,000 active;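 note: 0% = growth of vehicle-only cultures of the same strain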
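Growth of the mutant yeast was measured after compound exposure and referenced to vehicle-treated cultures.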
An asterisk follows results filed as active; & = joins results of further samples. Cut-off read from the data, not from the text of the source: active = growth inhibition above about 70%; inactive = the rest.

The first five entries (preview)
COC1OC(COC(=O)c2ccccc2)C(OS(=O)(=O)c2ccc(C)cc2)C1OCc1ccccc1 (configuration not stated) was read as bub3 -8, yeast mlh1 rad18 2, mec2-1 -11, sgs1 mgt1 8, cln2 rad14 7 and yeast rad50 26.
`CCOC(=O)NNC(N)=O` gave bub3 2, yeast mlh1 rad18 -10, mec2-1 -19, sgs1 mgt1 -18, cln2 rad14 -22 and yeast rad50 -3.
`COc1ccc(Cl)cc1NC(=O)Oc1ccccc1C(N)=O` gave bub3 41, yeast mlh1 rad18 3, mec2-1 43, sgs1 mgt1 25, cln2 rad14 -13 and yeast rad50 -1.
Cc1cccc(I)c1 was read as bub3 -3, yeast mlh1 rad18 17, mec2-1 -24, sgs1 mgt1 -5, cln2 rad14 -2 and yeast rad50 -21.
`CSc1ccc(NC(=S)NN(C)C)cc1` gave bub3 1, yeast mlh1 rad18 -8, mec2-1 -25, sgs1 mgt1 -15, cln2 rad14 9 and yeast rad50 -23.

The whole of this part, from the first entry:
COC1OC(COC(=O)c2ccccc2)C(OS(=O)(=O)c2ccc(C)cc2)C1OCc1ccccc1 (configuration not stated) was read as bub3 -8, yeast mlh1 rad18 2, mec2-1 -11, sgs1 mgt1 8, cln2 rad14 7 and yeast rad50 26.
`CCOC(=O)NNC(N)=O` gave bub3 2, yeast mlh1 rad18 -10, mec2-1 -19, sgs1 mgt1 -18, cln2 rad14 -22 and yeast rad50 -3.
`COc1ccc(Cl)cc1NC(=O)Oc1ccccc1C(N)=O` gave bub3 41, yeast mlh1 rad18 3, mec2-1 43, sgs1 mgt1 25, cln2 rad14 -13 and yeast rad50 -1.
Cc1cccc(I)c1 was read as bub3 -3, yeast mlh1 rad18 17, mec2-1 -24, sgs1 mgt1 -5, cln2 rad14 -2 and yeast rad50 -21.
`CSc1ccc(NC(=S)NN(C)C)cc1` gave bub3 1, yeast mlh1 rad18 -8, mec2-1 -25, sgs1 mgt1 -15, cln2 rad14 9 and yeast rad50 -23.
O=C(Nc1nc(C23CC4CC(CC(C4)C2)C3)cs1)c1cc2ccccc2oc1=O was read as bub3 -24, yeast mlh1 rad18 -17, mec2-1 -26, sgs1 mgt1 -3, cln2 rad14 -30 and yeast rad50 -1.
Screening Cc1nn(C(=O)CC(=O)Nc2ccccc2Cl)c(C)c1N=Nc1ccccc1F returned bub3 3, yeast mlh1 rad18 -15, mec2-1 4, sgs1 mgt1 -28, cln2 rad14 22 and yeast rad50 -14.
For CC(=O)Nc1ccc(N)cc1-c1ccc(N)cc1 the results were bub3 5, yeast mlh1 rad18 -18, mec2-1 -17, sgs1 mgt1 2, cln2 rad14 29 and yeast rad50 -3.
`O=C1c2ccccc2CC12Cc1cc3c(cc1C2)CCC3` gave bub3 9, yeast mlh1 rad18 -25, mec2-1 -19, sgs1 mgt1 -14, cln2 rad14 -22 and yeast rad50 -19.
`Cc1ccc(S(=O)(=O)NNC(=O)c2ccc[nH]2)cc1` gave bub3 10, yeast mlh1 rad18 6, mec2-1 -24, sgs1 mgt1 -8, cln2 rad14 8 and yeast rad50 -2.
CCSc1c(Cl)c(Cl)c(Cl)c(Cl)c1Cl was read as bub3 12, yeast mlh1 rad18 -10, mec2-1 -2, sgs1 mgt1 -6, cln2 rad14 -6 and yeast rad50 -20.
N#C/C(=C/c1cc(Cl)ccc1O)C(N)=O was read as bub3 7, yeast mlh1 rad18 -1, mec2-1 -3, sgs1 mgt1 -7, cln2 rad14 -65 and yeast rad50 2.
CCCCCCC1N=C(N)N=C(N)N1c1ccc(Cl)cc1 (configuration not stated) was read as bub3 -5, yeast mlh1 rad18 -10, mec2-1 -33, sgs1 mgt1 -20, cln2 rad14 -26 and yeast rad50 -23.
Screening O=C(O)C1CC(=O)N(Cc2ccccc2)C1 (configuration not stated) returned bub3 27, yeast mlh1 rad18 34, mec2-1 33, sgs1 mgt1 35, cln2 rad14 6 and yeast rad50 33.
For Cc1ccc(S(=O)(=O)CC2COC(CS(=O)(=O)c3ccc(C)cc3)CO2)cc1 (configuration not stated) the results were bub3 66, yeast mlh1 rad18 29, mec2-1 34, sgs1 mgt1 3, cln2 rad14 33 and yeast rad50 -15.
For CC1=NNC(=O)C2CCC(=O)N12 (configuration not stated) the results were bub3 12, yeast mlh1 rad18 23, mec2-1 1, sgs1 mgt1 7, cln2 rad14 11 and yeast rad50 15.
For CCOC(=O)Cc1ccc2c(c1)sc1nc(-c3ccc(OC)cc3)cn12 the results were bub3 31, yeast mlh1 rad18 19, mec2-1 20, sgs1 mgt1 21, cln2 rad14 32 and yeast rad50 39.
Screening CN(C)S(=O)(=O)C(C(=O)Nc1ccccc1)c1ccccc1 (configuration not stated) returned bub3 -6, yeast mlh1 rad18 -10, mec2-1 14, sgs1 mgt1 3, cln2 rad14 -35 and yeast rad50 -1.
For CC[C@@]1(O)C[C@H](OC2CC(N(C)C)C(OC3CC(O)C(OC4CCC(=O)C(C)O4)C(C)O3)C(C)O2)c2c(cc3c(c2O)C(=O)c2c(O)cccc2C3=O)[C@H]1C(=O)OC (some centres not stated) the results were bub3 92*, yeast mlh1 rad18 92*, mec2-1 93*, sgs1 mgt1 92*, cln2 rad14 89* and yeast rad50 91*.
Screening CN(C)C(=S)SSSSC(=S)N(C)C returned bub3 97*, yeast mlh1 rad18 97*, mec2-1 97*, sgs1 mgt1 98*, cln2 rad14 93* and yeast rad50 97*.
CCOC(=O)Cn1ccc(=O)[nH]c1=O was read as bub3 -1, yeast mlh1 rad18 2, mec2-1 -1, sgs1 mgt1 4, cln2 rad14 -27 and yeast rad50 5.
`CC1(C)OC2C(CO)OC(n3ncc(=S)[nH]c3=O)C2O1` (configuration not stated) gave bub3 71*, yeast mlh1 rad18 -25, mec2-1 11, sgs1 mgt1 -1, cln2 rad14 -2 and yeast rad50 -10.
COCCNC1CCC2(SCCS2)c2[nH]c3ccccc3c21 (configuration not stated) was read as bub3 -9, yeast mlh1 rad18 40, mec2-1 -13, sgs1 mgt1 15, cln2 rad14 -14 and yeast rad50 -10.
CC(C)CC(NC(=O)C(CCC(=O)OCc1ccccc1)NC(=O)OC(C)(C)C)C(=O)NC(COCc1ccccc1)C(=O)NC(Cc1ccccc1)C(=O)Oc1c(Cl)c(Cl)c(Cl)c(Cl)c1Cl (configuration not stated) was read as bub3 78*, yeast mlh1 rad18 80*, mec2-1 85*, sgs1 mgt1 83*, cln2 rad14 85* and yeast rad50 81*.
`CCOC(=O)C(=CNC(=S)Nc1c(CC)cccc1C(C)(C)C)C(=O)OCC` gave bub3 84*, yeast mlh1 rad18 87*, mec2-1 76*, sgs1 mgt1 77*, cln2 rad14 76* and yeast rad50 85*.
`CC(C)c1ccc(C2CCCCC2O)cc1` (configuration not stated) gave bub3 -16, yeast mlh1 rad18 -20, mec2-1 -34, sgs1 mgt1 -15, cln2 rad14 0 and yeast rad50 -29.
`CC(=O)/C=C\C(=O)NNS(=O)(=O)c1ccc(C)cc1` gave bub3 34, yeast mlh1 rad18 47, mec2-1 13, sgs1 mgt1 -2, cln2 rad14 9 and yeast rad50 21.
For OCC(O)C(O)C(O)C(/C=N/Nc1ccccc1)=N\Nc1ccccc1 (configuration not stated) the results were bub3 4, yeast mlh1 rad18 30, mec2-1 5, sgs1 mgt1 71*, cln2 rad14 -1 and yeast rad50 51.
COC/N=C(/N)NC#N was read as bub3 16, yeast mlh1 rad18 26, mec2-1 16, sgs1 mgt1 26, cln2 rad14 26 and yeast rad50 20.
Screening CCN(CC)Cc1cc(Nc2c3ccccc3nc3c4ccccc4n(C)c23)ccc1O returned bub3 55, yeast mlh1 rad18 43, mec2-1 16, sgs1 mgt1 30, cln2 rad14 -2 and yeast rad50 74*.
O=c1ccn(C2OC(CO)C(O)C2O)c(=O)[nH]1 (configuration not stated) was read as bub3 -2, yeast mlh1 rad18 -1, mec2-1 -34, sgs1 mgt1 -16, cln2 rad14 -7 and yeast rad50 -7.
CCCCCCCCCCC(C(=O)O)C1(C(=O)O)CCC(=O)O1 (configuration not stated) was read as bub3 -9, yeast mlh1 rad18 -5, mec2-1 -32, sgs1 mgt1 -6, cln2 rad14 11 and yeast rad50 -16.
For CCCCCCCCCC(=O)CC(=O)c1c(O)cc(O)cc1O the results were bub3 32, yeast mlh1 rad18 92*, mec2-1 91*, sgs1 mgt1 12, cln2 rad14 22 and yeast rad50 88*.
`COc1ccc(C=Nc2c(O)ccc3ccccc23)cc1OC` gave bub3 -17, yeast mlh1 rad18 -1, mec2-1 -12, sgs1 mgt1 -25, cln2 rad14 -15 and yeast rad50 13.
Screening OCCN=Cc1cccs1 returned bub3 8, yeast mlh1 rad18 3, mec2-1 3, sgs1 mgt1 2, cln2 rad14 14 and yeast rad50 9.
For O=[N+]([O-])c1cccc2c(Br)cccc12 the results were bub3 1, yeast mlh1 rad18 18, mec2-1 1, sgs1 mgt1 -3, cln2 rad14 -35 and yeast rad50 31.
`OC/C(Cl)=C(\Cl)CO` gave bub3 12, yeast mlh1 rad18 14, mec2-1 -2, sgs1 mgt1 2, cln2 rad14 -28 and yeast rad50 18.
O=C1OC(c2ccccc2)C=C1Nc1ccccc1 (configuration not stated) was read as bub3 17, yeast mlh1 rad18 9, mec2-1 12, sgs1 mgt1 -3, cln2 rad14 -12 and yeast rad50 10.
For Cc1cccc(C)c1NC(=O)C(=O)Cc1nc2ccccc2s1 the results were bub3 -30, yeast mlh1 rad18 -7, mec2-1 0, sgs1 mgt1 -9, cln2 rad14 -4 and yeast rad50 -12.
`O=C(Cl)/C=C/c1ccccc1` gave bub3 24, yeast mlh1 rad18 35, mec2-1 16, sgs1 mgt1 28, cln2 rad14 -29 and yeast rad50 37.
Screening O=C(Cc1ccccc1)NC(C(=O)c1ccccc1)c1ccccc1 (configuration not stated) returned bub3 83*, yeast mlh1 rad18 74*, mec2-1 31, sgs1 mgt1 72*, cln2 rad14 57 and yeast rad50 76*.
`C=C1C(=O)OC2(CCCCC)CCCCC12` (configuration not stated) gave bub3 0, yeast mlh1 rad18 -10, mec2-1 4, sgs1 mgt1 -11, cln2 rad14 -10 and yeast rad50 2.
For O=C1CC2C3CCC4C3CC2C14 (configuration not stated) the results were bub3 2, yeast mlh1 rad18 -1, mec2-1 2, sgs1 mgt1 -6, cln2 rad14 10 and yeast rad50 0.
Screening COc1cc2c(c(OC)c1OC)C1=C(CC(O)C(O)CC1)C(NC(C)=O)CC2 (configuration not stated) returned bub3 -4, yeast mlh1 rad18 25, mec2-1 7, sgs1 mgt1 11, cln2 rad14 -9 and yeast rad50 7.
CC(N)C(=O)NC(C)P(=O)(O)O (configuration not stated) was read as bub3 9, yeast mlh1 rad18 8, mec2-1 1, sgs1 mgt1 -7, cln2 rad14 -73 and yeast rad50 3.
`O=C(N/C(=C\c1ccc(Cl)cc1)c1nc2ccccc2[nH]1)c1ccccc1` gave bub3 98*, yeast mlh1 rad18 97*, mec2-1 98*, sgs1 mgt1 97*, cln2 rad14 97* and yeast rad50 97*.
Cc1ccc(C(=O)N(C2CCCCC2)C2CCCCC2)cc1N=NN(C)C was read as bub3 -31, yeast mlh1 rad18 -20, mec2-1 -38, sgs1 mgt1 -37, cln2 rad14 -2 and yeast rad50 -4.
CC(=O)[C@@]1(O)CC[C@H]2[C@@H]3C[C@H](C)C4=CC(=O)C=C[C@]4(C)[C@@]3(F)[C@@H](O)C[C@@]21C was read as bub3 -4, yeast mlh1 rad18 -22, mec2-1 10, sgs1 mgt1 -11, cln2 rad14 -33 and yeast rad50 -24.
COc1cc2c(ccc3cc4cccc[n+]4cc32)c(Br)c1OC was read as bub3 10, yeast mlh1 rad18 68, mec2-1 42, sgs1 mgt1 73*, cln2 rad14 20 and yeast rad50 77*.
For CCCCCCCc1ccc(OC2OC(COC(C)=O)C(OC(C)=O)C(OC(C)=O)C2OC(C)=O)cc1 (configuration not stated) the results were bub3 10&6, yeast mlh1 rad18 11&-6, mec2-1 14&-12, sgs1 mgt1 1&-30, cln2 rad14 38&-7 and yeast rad50 -26&-7.
Screening Cc1cc2c(cc1Cl)Sc1nccn1S2(=O)=O returned bub3 19, yeast mlh1 rad18 29, mec2-1 -1, sgs1 mgt1 10, cln2 rad14 10 and yeast rad50 4.
COC(=O)/C=C/CCOC1CCCCO1 (configuration not stated) was read as bub3 -4, yeast mlh1 rad18 -15, mec2-1 -8, sgs1 mgt1 -7, cln2 rad14 -17 and yeast rad50 -5.
For O=S(=O)(c1ccc(F)cc1)c1ccc(F)cc1 the results were bub3 19&-4, yeast mlh1 rad18 35&7, mec2-1 -12&-36, sgs1 mgt1 -4&-4, cln2 rad14 47&3 and yeast rad50 12&-4.

Already shown: 2 of the compounds above.
Screening O=C(Cc1ccccc1)NC(C(=O)c1ccccc1)c1ccccc1 (configuration not stated) returned bub3 83*, yeast mlh1 rad18 74*, mec2-1 31, sgs1 mgt1 72*, cln2 rad14 57 and yeast rad50 76*.
`C=C1C(=O)OC2(CCCCC)CCCCC12` (configuration not stated) gave bub3 0, yeast mlh1 rad18 -10, mec2-1 4, sgs1 mgt1 -11, cln2 rad14 -10 and yeast rad50 2.
